CCR6 antagonist = antagonists of human CCR6 receptor; 340,000 compounds, 0.49% hits; P51684; inhibition, % at 20 µM; CHO-K1 CCR6 PathHunter beta-arrestin, luminescence, CCL20-stimulated;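 active = compounds whose inhibition of the agonist-driven luminescence signal at 20 µM reaches about 50%, limit read from the data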;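 note: cells stimulated with CCL20 at 14 nM final; plate controls were DMSO with CCL20 for no effect and DMSO without agonist for full effect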
APJ ag = APJ receptor agonism; CHO-K1 APJ PathHunter beta-arrestin, luminescence; 0% DMSO wells, 100% apelin; activation, % at 20 µM; 330,000 compounds, 0.11% hits; P35414;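 active = activation more than six SD over the plate average, tested at 20 µM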;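 note: 0% = DMSO alone and 100% = apelin-13 at 10 nM; some results filed as inactive read as strong as hits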
Target sequence (P35414 whole entry, looked up): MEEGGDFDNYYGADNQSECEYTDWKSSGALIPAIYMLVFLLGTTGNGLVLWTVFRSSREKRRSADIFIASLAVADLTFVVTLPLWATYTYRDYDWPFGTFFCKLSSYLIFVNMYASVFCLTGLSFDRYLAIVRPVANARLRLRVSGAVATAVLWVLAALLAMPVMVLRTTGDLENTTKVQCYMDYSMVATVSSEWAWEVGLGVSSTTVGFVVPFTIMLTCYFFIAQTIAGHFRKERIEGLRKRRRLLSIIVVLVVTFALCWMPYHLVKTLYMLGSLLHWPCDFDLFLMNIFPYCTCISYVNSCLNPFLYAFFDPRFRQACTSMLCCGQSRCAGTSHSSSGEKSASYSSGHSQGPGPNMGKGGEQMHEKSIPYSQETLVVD
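Material: CHO-K1 APJ beta-arrestin complementation cell line; Input: cell density 1000 per well; Incubation: compound stimulation 90 min at 25 °C, detection 60 min; Signal: luminescence from split beta-galactosidase complementation, Galacton Star/Emerald II substrate; Controls: DMSO-only wells as negative, 10 nM Apelin-13 as positive control.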
Mdm2 MdmX PPI = disrupts the human Mdm2-MdmX interaction | O15151+Q00987 | SaOS-2 split-luciferase Mdm2/MdmX complementation, luminescence | inhibition, % at 8 µM | 330,000 compounds, 3% hits | AID 485346;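 active = inhibition of at least 50% at 8 µM in the primary screen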
EBI2 antag = EBI2 (human) antagonism; P32249; 360,000 compounds, 0.81% hits; EBI2 beta-arrestin recruitment, luminescence, 7a,25-OHC stimulated; inhibition, % at 5 µM; in the data active = inhibition above about 38%;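 note: enzyme fragment complementation signal reports receptor beta-arrestin coupling in cells; 0% = agonist plus DMSO wells and 100% = wells without agonist; some results beyond the cut were filed as inactive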
APJ antag = APJ receptor antagonism; inhibition, % at 20 µM; CHO-K1 APJ beta-arrestin complementation, luminescence; 330,000 compounds, 0.32% hits;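 active = inhibition above about 40% at 20 µM, limit read from the data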;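 note: cells challenged with 10 nM apelin-13 agonist together with compound; plate controls were apelin-13 plus DMSO wells for no effect and DMSO wells lacking apelin-13 for full effect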
CXCR6 inh = CXCR6 (human) receptor inhibition | O00574 | CHO-K1 PathHunter CXCR6 beta-arrestin, luminescence | inhibition, % at 20 µM | 360,000 compounds, 0.36% hits; in the data active = inhibition above about 34%, passing the limit was not always enough;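 note: antagonist mode with CXCL16 agonist at 10 nM final; 0% = 10 nM CXCL16 with DMSO and 100% = unstimulated wells without agonist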
Target sequence (O00574 whole entry, looked up): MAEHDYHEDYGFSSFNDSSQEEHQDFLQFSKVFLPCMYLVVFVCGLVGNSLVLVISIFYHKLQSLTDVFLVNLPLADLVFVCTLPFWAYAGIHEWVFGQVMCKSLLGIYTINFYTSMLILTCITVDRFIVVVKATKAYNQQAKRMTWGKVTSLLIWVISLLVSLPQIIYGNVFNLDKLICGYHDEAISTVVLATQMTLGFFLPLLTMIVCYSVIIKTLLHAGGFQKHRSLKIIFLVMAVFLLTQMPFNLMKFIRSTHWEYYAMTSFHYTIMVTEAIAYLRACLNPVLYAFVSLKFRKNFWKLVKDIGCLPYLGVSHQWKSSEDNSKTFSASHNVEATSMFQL
CHOP UPR activ = activators of apoptotic arm of unfolded protein response (CHOP). activation, % at 10 µM. CHO-CHOP luciferase reporter, UPR activation, luminescence; percent of tunicamycin response over DMSO baseline. 330,000 compounds, 0.34% hits;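 active = at 10 µM dose, activation of 40% or more, normalized to positive control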;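 note: 100% = tunicamycin at 10 µg/mL and 0% = DMSO alone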
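Assay system: CHO-CHOP cells, stable luciferase reporter of PERK-eIF2a-CHOP signalling / Buffer or medium: F12 plus 10% serum / Compound dosing: one dose, 10 µM in 0.5% DMSO / Times: 6 h compound treatment, 37 °C / Technique: luciferase luminescence / Read-out: % reporter activation, DMSO baseline versus tunicamycin full activation / Benchmarks: tunicamycin and DMSO controls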
tim23-1 inh = growth inhibitors of tim23-1 mutant yeast; 330,000 compounds, 1.3% hits; S. cerevisiae tim23-1 growth, BacTiter-Glo luminescence, 24 h; inhibition, % at 20 µM; AID 463212;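 active = growth inhibition of the mutant yeast at or above 50%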;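 note: temperature-sensitive mutant grown at 25 °C; plate controls were DMSO-treated mutant yeast for no effect and medium wells lacking yeast for full effect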
UPR XBP1 act = activators of adaptive arm of unfolded protein response (XBP1) | CHO-XBP1 luciferase reporter, IRE1-XBP1 UPR activation, luminescence; percent of tunicamycin response, DMSO as zero | activation, % at 20 µM | 330,000 compounds, 0.33% hits | AID 463104;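 active = versus positive control, 20 µM dose yields 30% or more activation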;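 note: 100% = tunicamycin at 10 µg/mL and 0% = DMSO only wells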
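assay system = CHO-XBP1 luciferase reporter cells | amount = 1000 cells/well | buffer or medium = F12 plus 10% FBS | compound dosing = single point, 20 µM final compound, 1% DMSO | incubation = 16-18 h cell attachment at 37 °C, then 6 h compound exposure | detection = Steady-Glo luminescence read | controls = tunicamycin 10 µg/mL and vehicle-only wells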
* = called active by the depositor; . = no result given. The list is partial, so the mix of outcomes need not match the whole.

cpd	Compound	CCR6 antagonist	APJ ag	Mdm2 MdmX PPI	EBI2 antag	APJ antag
1	NC(=O)c1ccsc1NC(=O)COC(=O)C1CCCN1C(=O)c1cccs1 (stereo not given)	3	3	22	.	-2
2	COc1ccc(N2C(=O)C3C4C=CC(CC4)C3C2=O)c([N+](=O)[O-])c1 (stereo not given)	-18	-2	-23	-6	8
3	O=C(NNC(=O)C1C2C=CC(C2)C1C(=O)O)c1ccccc1 (stereo not given)	2	-3	7	-10	-2
4	C=CCNCCCCOc1ccccc1	0	-2	-9	-6	6
5	CCN(C(=O)CSc1nnc(Cc2ccccc2F)n1N)C1CCS(=O)(=O)C1 (stereo not given)	7	0	7	-3	4
6	Cc1cc(C)n(-c2ncnc3ccccc23)n1	-8	-3	16	-2	5
7	CCOc1cccc(C(=O)Nc2nccs2)c1	-34	8	-3	2	13
8	CCN1C(=O)[C@H]2[C@@H](c3ccc(Cl)cc3)N3C(=O)CN(CCOC)C(=O)[C@@]3(Cc3ccccc3)[C@H]2C1=O	-7	-1	-32	3	-43
9	COC(=O)/C(=C1/Oc2cc3c(cc2S1)OCO3)C(F)(F)F	-2	0	-13	-1	-18
10	COc1ccc2[nH]c(=O)c(CN(C(C)=O)c3ccc(C)cc3C)cc2c1	-5	-1	5	-8	22

cpd	CXCR6 inh	CHOP UPR activ	tim23-1 inh	UPR XBP1 act
1	.	-0.3	-2	-3
2	13	-0.6	25	-1
3	5	1.7	7	0
4	12	-1.5	4	-1
5	0	-0.5	5	-3
6	-10	-1.0	28	0
7	-5	4.9	40	0
8	-5	-0.8	6	-1
9	0	0.6	5	3
10	4	0.9	9	0

Remaining list, next part:
cpd	Compound	CCR6 antagonist	APJ ag	Mdm2 MdmX PPI	EBI2 antag	APJ antag
11	CCCC1CC(C#N)N(N(C)C)C1=C(C#N)C#N (stereo not given)	-4	1	-7	6	7
12	O=C(Nc1ncc2c(n1)CC(c1ccc(Cl)cc1)CC2=O)c1ccco1 (stereo not given)	-18	-3	-14	-6	1
13	Cc1ccc(S(=O)(=O)Nc2ccc3c(c2)nc2n3CCN(Cc3ccccc3)C2)cc1	-20	-1	-16	1	-7
14	Fc1ccccc1NC(=S)N(CCN1CCCCC1)Cc1ccco1	7	2	5	3	17
15	Brc1ccccc1OCCCN1CCOCC1	-9	1	-6	-5	0
16	Fc1ccc(NCc2nnc(SCc3nnc(-c4ccccc4)o3)n2Cc2ccccc2)cc1	-4	7	9	8	5
17	CCOc1ccc2ccccc2c1C1NC(=O)NC(C)=C1C(=O)OCCOC (stereo not given)	-7	-4	5	-14	20
18	CCOC(=O)c1c(NC(=O)COC(=O)Cn2cnc3c2c(=O)n(C)c(=O)n3C)sc(C)c1CC	14	12	5	19	-1
19	O=C(NCCc1ccc(Cl)cc1)Nc1ccc(F)cc1	1	-3	5	28	-11
20	COc1ccc(N2CCN(CCNC(=O)c3ccc4nc5ccccc5c(=O)n4c3)CC2)cc1	5	5	-16	6	-25

cpd	CXCR6 inh	CHOP UPR activ	tim23-1 inh	UPR XBP1 act
11	1	-1.6	14	0
12	3	0.9	29	2
13	-3	-0.9	5	1
14	-1	1.4	3	-1
15	1	2.4	16	0
16	-3	-0.2	28	-2
17	-3	-2.9	16	-1
18	-4	-1.8	28	1
19	6	3.6	-6	0
20	-2	-0.7	12	4

Later entries:
cpd	Compound	CCR6 antagonist	APJ ag	Mdm2 MdmX PPI	EBI2 antag	APJ antag
21	Cc1ccc(N=N/C(=C\O)C(=O)c2ccncc2)cc1	19	-2	26	11	-11
22	Cc1ccccc1N(CC(=O)NC1CCCC1)C(=O)C1(C)CC(=O)N=C2C=CC(Cl)=CN21 (stereo not given)	11	2	-10	-8	-55
23	CCOC(=O)c1ccccc1NC(=O)Cn1c(-c2nonc2N)nc2ccccc21	9	-2	61*	10	0
24	COc1ccc(CN(C)C(=O)c2ccc(Oc3ccccc3)cc2)cc1F	6	0	25	5	17
25	C=CCC[C@@H](Cc1ccc(F)cc1)C(=O)OC[C@H]1CCCN1C(=O)[C@@H](CC=C)CC(=O)N[C@H](CO)Cc1ccccc1	18	0	26	4	-6
26	O=C(Nc1ccccn1)c1ccc(-c2ccccc2)cc1	-4	-2	-94	5	4
27	Cc1ccc(C(c2nnnn2C2CCCC2)N2CCc3ccccc32)cc1 (stereo not given)	19	-4	6	9	-7
28	O=C(NC1CC1)C1=C[C@H](c2csc3ccccc23)C[C@H](OCc2ccc(CO)cc2)O1	1	-3	8	7	17
29	CCOC(=O)c1nc2nc(C)cc(=O)n2[nH]1	-29	-2	-11	1	5
30	Cn1c(=O)oc2cc(S(=O)(=O)Nc3ccc(Cl)cc3)ccc21	-2	-1	-12	1	0

cpd	CXCR6 inh	CHOP UPR activ	tim23-1 inh	UPR XBP1 act
21	10	3.4	71*	0
22	-7	1.1	8	-5
23	-1	0.2	20	11
24	1	-0.9	20	3
25	-4	0.7	38	-2
26	0	-5.8	23	-9
27	-2	1.2	35	0
28	-4	2.3	-29	-2
29	7	-1.0	-10	-3
30	-5	-0.2	22	-6

The results go on:
cpd	Compound	CCR6 antagonist	APJ ag	Mdm2 MdmX PPI	EBI2 antag	APJ antag
31	Fc1ccc(C2CC(c3ccco3)n3ncnc3N2)cc1 (stereo not given)	-11	-3	16	-6	-1
32	O=C(NC1CCCCCC1)C1CCN(C(=O)c2ccc(Cl)cc2)CC1	-3	0	-4	29	-3
33	CCCCc1ccc(NC(=S)NCCc2ccc(S(N)(=O)=O)cc2)cc1	4	-1	38	10	-17
34	O=C(COc1ccc2c(-c3ccccc3)cc(=O)oc2c1)N[C@H](Cc1c[nH]c2ccccc12)C(=O)O	2	-3	13	1	-14
35	Cc1ccc(-c2nnc(N3CC(C)OC(C)C3)c3ccccc23)cc1 (stereo not given)	6	-3	31	-9	18
36	COc1ccc(C2=NN(C(=O)CSc3nccn3C)C(c3ccco3)C2)cc1 (stereo not given)	9	-1	-7	0	-4
37	COc1ccc(CCNC(=O)COC(=O)c2ccc(F)c(S(=O)(=O)N3CCOCC3)c2)cc1	5	-2	-12	8	8
38	Cc1cc(N2CCOCC2)ccc1/C=C1/SC(=O)NC1=O	16	-2	-25	-5	-5
39	O=C(Nc1ccc(S(=O)(=O)NCc2ccccc2)cc1)c1ccccc1[N+](=O)[O-]	-3	-3	13	-6	6
40	Cc1cccc(C)c1NC(=S)N(CCc1ccncc1)C(C)C	8	-1	-18	10	-18

cpd	CXCR6 inh	CHOP UPR activ	tim23-1 inh	UPR XBP1 act
31	0	-2.2	-7	-2
32	1	1.8	16	-4
33	-10	-0.5	5	-5
34	5	0.4	6	0
35	7	0.0	21	-4
36	-7	2.5	17	0
37	6	1.0	14	-4
38	-3	0.6	2	6
39	7	-1.0	1	-1
40	-7	-0.9	18	-1

A draw from above in order of SMILES length, falling.
cpd	Compound	CCR6 antagonist	APJ ag	Mdm2 MdmX PPI	EBI2 antag	APJ antag
37	COc1ccc(CCNC(=O)COC(=O)c2ccc(F)c(S(=O)(=O)N3CCOCC3)c2)cc1	5	-2	-12	8	8
33	CCCCc1ccc(NC(=S)NCCc2ccc(S(N)(=O)=O)cc2)cc1	4	-1	38	10	-17
30	Cn1c(=O)oc2cc(S(=O)(=O)Nc3ccc(Cl)cc3)ccc21	-2	-1	-12	1	0
9	COC(=O)/C(=C1/Oc2cc3c(cc2S1)OCO3)C(F)(F)F	-2	0	-13	-1	-18
6	Cc1cc(C)n(-c2ncnc3ccccc23)n1	-8	-3	16	-2	5

cpd	CXCR6 inh	CHOP UPR activ	tim23-1 inh	UPR XBP1 act
37	6	1.0	14	-4
33	-10	-0.5	5	-5
30	-5	-0.2	22	-6
9	0	0.6	5	3
6	-10	-1.0	28	0

Next results.
cpd	Compound	CCR6 antagonist	APJ ag	Mdm2 MdmX PPI	EBI2 antag	APJ antag
41	O=C(CSc1ccc2nnc(-c3ccncc3)n2n1)Nc1ccccc1F	10	1	10	3	16
42	C=CCCC(=O)N1CCC(n2nccc2NC(=O)c2ccc(OC)cc2)CC1	18	1	24	0	17
43	COc1ccc(-c2cn3c(n2)CCC3)cc1	10	-2	-35	-15	-15
44	CCC(=O)C1CCCN(C(=O)CCc2nnc(-c3ccc(C(C)=O)s3)o2)C1 (stereo not given)	-3	-4	-65	-3	15
45	COc1ccc(N2CCN(c3nc4c(C)cccn4c(=O)c3C=C(C#N)C#N)CC2)cc1	5	0	0	15	0
46	CC1CCCN(CC(=O)NNC(=O)COc2ccc(Br)cc2)C1 (stereo not given)	-3	-4	-5	36	-7
47	O=C(O)c1cccc(S(=O)(=O)Nc2ccc(Cc3ccncc3)cc2)c1	1	-5	8	8	0
48	COC(=O)c1c(C)[nH]c(C)c1-c1ccc([N+](=O)[O-])cc1	26	-4	12	8	4
49	O=C(CN1CCN(Cc2ccc(F)cc2Cl)CC1)NCc1ccccc1	16	-2	5	-5	-1
50	COc1ccc(C2=NN(C(=O)COC(=O)c3ccc(NC(=O)CC#N)cc3)C(c3ccco3)C2)cc1 (stereo not given)	4	-1	0	-14	9

cpd	CXCR6 inh	CHOP UPR activ	tim23-1 inh	UPR XBP1 act
41	-4	0.1	5	2
42	-3	1.9	-8	-4
43	-7	4.8	-7	2
44	-6	3.6	-1	1
45	-1	4.5	13	0
46	-3	-0.4	5	-3
47	-12	1.0	1	2
48	-1	-2.8	31	-3
49	3	-1.0	-7	-6
50	-1	4.3	22	2

High-throughput results: PubChem, Sanford-Burnham Center for Chemical Genomics
